# Source: PubChem BioAssay (Broad Institute)
# NSD2 HMT inh = NSD2 (human) methyltransferase inhibition | O96028 | NSD2 peptide methylation, AlphaScreen, 120 min | inhibition, % at 12.5 µM | actives 0.54% (n = 310,000) | AID 743445; in the data active = inhibition above about 50%
# Target sequence (O96028 whole entry, looked up): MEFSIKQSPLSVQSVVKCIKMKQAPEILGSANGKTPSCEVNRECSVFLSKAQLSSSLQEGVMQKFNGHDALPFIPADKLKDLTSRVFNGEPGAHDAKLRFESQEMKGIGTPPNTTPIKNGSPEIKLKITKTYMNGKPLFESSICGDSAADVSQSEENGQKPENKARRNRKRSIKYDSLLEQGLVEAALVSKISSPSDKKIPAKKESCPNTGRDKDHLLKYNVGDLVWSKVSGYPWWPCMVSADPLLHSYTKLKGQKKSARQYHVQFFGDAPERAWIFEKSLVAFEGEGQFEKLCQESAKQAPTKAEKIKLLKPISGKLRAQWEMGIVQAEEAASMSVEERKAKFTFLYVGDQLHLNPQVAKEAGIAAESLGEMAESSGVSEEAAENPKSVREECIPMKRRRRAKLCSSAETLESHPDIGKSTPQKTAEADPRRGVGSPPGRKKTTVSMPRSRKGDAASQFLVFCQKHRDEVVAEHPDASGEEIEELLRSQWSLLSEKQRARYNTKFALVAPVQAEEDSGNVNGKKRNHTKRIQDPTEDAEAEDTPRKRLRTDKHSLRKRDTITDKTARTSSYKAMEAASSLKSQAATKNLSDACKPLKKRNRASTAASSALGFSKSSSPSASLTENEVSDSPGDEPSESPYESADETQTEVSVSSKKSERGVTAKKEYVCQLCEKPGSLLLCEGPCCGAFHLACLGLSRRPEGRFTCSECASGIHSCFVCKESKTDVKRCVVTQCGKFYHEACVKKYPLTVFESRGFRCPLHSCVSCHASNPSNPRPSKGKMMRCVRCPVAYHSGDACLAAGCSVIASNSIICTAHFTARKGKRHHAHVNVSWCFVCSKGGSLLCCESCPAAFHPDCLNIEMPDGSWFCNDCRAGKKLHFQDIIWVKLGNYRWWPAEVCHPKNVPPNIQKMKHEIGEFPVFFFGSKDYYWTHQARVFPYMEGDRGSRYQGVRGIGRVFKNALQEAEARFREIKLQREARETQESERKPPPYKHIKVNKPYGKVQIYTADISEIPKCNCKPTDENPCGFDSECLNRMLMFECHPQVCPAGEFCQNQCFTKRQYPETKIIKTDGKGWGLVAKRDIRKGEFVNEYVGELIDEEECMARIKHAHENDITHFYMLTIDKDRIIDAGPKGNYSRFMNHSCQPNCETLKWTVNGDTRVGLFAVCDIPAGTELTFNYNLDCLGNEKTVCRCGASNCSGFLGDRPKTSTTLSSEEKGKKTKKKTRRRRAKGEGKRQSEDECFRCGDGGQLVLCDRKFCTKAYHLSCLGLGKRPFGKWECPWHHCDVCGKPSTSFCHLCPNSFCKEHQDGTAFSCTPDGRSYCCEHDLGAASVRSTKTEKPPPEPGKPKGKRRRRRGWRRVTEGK
# Mot1-301 SUMO = inhibitors of SUMOylation pathway: yeast Mot1-301 growth rescue. S. cerevisiae Mot1-301 growth rescue, ATP luminescence, 38.5C; percent above DMSO median, 100 means doubled. growth rescue, % at 18.8 µM. actives 1% (n = 320,000);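 active = every valid replicate shows activation above 250% relative to neutral control wells; inactive = the rest, any valid replicate at or below 250%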;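 also: OY570 slx delta 5 strain wells were the positive control but not used for scaling; some compounds called inactive have numbers as strong as hits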
# The depositor's hits bear a star; x = not tested or not shown.
SMILES | NSD2 HMT inh | Mot1-301 SUMO
COc1cccc(C(O)c2nc(-c3cccc(CO)c3)cs2)c1 (centres undefined) | 0 | x
CCC(C)NC(=O)CSc1nnc(-c2cc(OC)c(OC)c(OC)c2)o1 (centres undefined) | 1 | x
COc1ccc(-c2csc(C(C)(O)c3ccc(F)c(F)c3)n2)cc1OC (centres undefined) | -4 | x
CCCNC(=O)C1(C)CCCN(C(=O)c2cccc(C(F)(F)F)c2)C1 (centres undefined) | -1 | x
Cc1ccc(F)cc1C(=O)N1CCCC1(C)C(=O)NCC(C)C (centres undefined) | -2 | x
CC(=O)Nc1cnc(/C=C\CCCO)cn1 | 0 | x
CC(C)(N[C@@H](Cc1c[nH]c2ccccc12)C(=O)NCCc1c[nH]c2ccccc12)C(=O)NC1CCCCC1 | -2 | x
COC(=O)c1cc(S(=O)(=O)N2CCN(C(=O)C3CCCO3)CC2)cn1C (centres undefined) | -2 | x
NC(=O)c1ncn([C@@H]2O[C@H](C(=O)Nc3ccc(C(=O)N4CCCCC4)cc3)[C@@H](O)[C@H]2O)n1 | -1 | x
CCOC(=O)C1(C)CCN1C(=O)c1oc2ccccc2c1C (centres undefined) | 0 | x
CCc1nc2ccc(C(=O)NCCC(C)C)cn2c1N(C)Cc1nccs1 | -1 | x
CCOC(=O)N1CCC(NC(=O)CS(=O)Cc2nc(-c3ccc(CC)cc3)oc2C)CC1 (centres undefined) | -6 | x
CC(Cl)C(=O)N1CCC(C(=O)NCC2COc3ccccc3O2)CC1 (centres undefined) | -7 | x
COC(=O)[C@]12CCCCC=C1N(CCc1ccc(OC)c(OC)c1)C(=O)[C@H](CC(=O)NCc1cccs1)C2 | 2 | x
CNc1cncc(-c2cc(OC)c(OC)c(OC)c2)n1 | -2 | x
COc1cc(CCN=Cc2cccc(OC)c2O)c([N+](=O)[O-])cc1OC | 2 | x
Cc1ccccc1S(=O)(=O)NC(=O)C1(C)CCN1C(=O)C(C)(C)c1ccccc1 (centres undefined) | 0 | x
C=CCNC(=O)CSc1nc2c(c(=O)[nH]1)CCCC2 | -3 | x
CCc1nc2c(OCC(=O)C(C)(C)C)cccn2c1N(C)C(=O)C1CC1 | -1 | x
COc1ccc(-c2csc(C(NC(C)=O)c3ccccc3)n2)cc1 (centres undefined) | 0 | x
CCOC(=O)C(=O)N(C)c1c(CC)nc2c(OCc3cccc(OC)c3)cccn12 | 6 | x
CC1(C(=O)NS(=O)(=O)c2ccc(C#N)cc2)CCN1C(=O)Cc1ccc(Cl)cc1Cl (centres undefined) | -3 | x
CCN(CC)c1ncnc2c1ncn2[C@H]1CN(Cc2ccco2)C[C@@H](CO)O1 | 1 | x
C[C@H]1CCC/C=C/C(=O)c2c(O)cc(O)cc2CC(=O)O1 | 5 | x
O=C(Nc1nnc([C@H]2C[C@H](O)[C@@H](CO)O2)s1)Nc1ccccc1C(F)(F)F | 1 | x

# Next compounds:
SMILES | NSD2 HMT inh | Mot1-301 SUMO
COc1ccc(S(=O)(=O)NC(=O)C2(C)CCN2C(=O)Cc2ccc(C(C)(C)C)cc2)cc1 (centres undefined) | -1 | x
CCc1ccc(C(O)c2ncc(-c3cccc4ccccc34)[nH]2)cc1 (centres undefined) | 5 | x
COc1cccc(C(=O)Nc2ccc(C(=O)NCC3COc4ccccc4O3)cc2)c1 (centres undefined) | -3 | x
CCNC(=O)C1CCCN(C(=O)c2ccco2)CC1 (centres undefined) | -1 | x
CCOC(=O)N(C)c1c(CC)nc2c(OCc3ccc(C(F)(F)F)cc3)cccn12 | 0 | x
COc1ccc(C(=O)NCCN2C(=O)C3C4C=CC(C4)C3C2=O)cc1OC (centres undefined) | -3 | x
CC1(C(=O)Nc2cccc3ccccc23)CCN1C(=O)C1(c2ccccc2)CCCC1 (centres undefined) | -3 | x
CC1(Cc2ccccc2F)C(=O)Nc2c(Cl)ccc(Cl)c21 (centres undefined) | -1 | x
O=C(NCc1cccs1)C1CCC(CNS(=O)(=O)c2cccc3cccnc23)CC1 (centres undefined) | 3 | x
CCc1ccccc1N=Nc1c(N)[nH]n(-c2ccccc2)c1=O | 16 | x
COc1cc(OC)nc(Nc2nc(C(N)COCc3ccccc3)cs2)n1 (centres undefined) | 5 | x
O=C(CNCc1ccccc1[N+](=O)[O-])N1CCC2(CC1)OCCO2 | 1 | x
CC1(C(=O)NS(=O)(=O)c2cccc(C#N)c2)CCN1C(=O)c1ccc(C2CCCCC2)cc1 (centres undefined) | -1 | x
CCc1nc2ccc(C(=O)NCCN3CCOCC3)cn2c1N(C=O)Cc1ccc(OC)cc1 | 0 | x
CCCS(=O)(=O)NC(=O)C1(C)CCCN(C(=O)c2ccnc(Cl)c2)C1 (centres undefined) | 3 | x
CC1(Cc2cccc(C#N)c2)C(=O)Nc2c(Cl)cccc21 (centres undefined) | 4 | x
O=C(Nc1cccc(C(F)(F)F)c1)c1csc([C@@H]2O[C@H](CO)[C@H](O)[C@H](O)[C@H]2O)n1 | -3 | x
CC1(C(=O)NS(=O)(=O)c2cccc(F)c2)CCN1C(=O)C1(c2ccc(Cl)cc2)CCC1 (centres undefined) | 0 | x
COc1ccccc1-c1cnc(C(O)c2ccc(C)cc2)[nH]1 (centres undefined) | 5 | x
COC(=O)[C@]12CCCCC=C1N(Cc1ccc3c(c1)OCO3)C(=O)[C@H](CC(=O)N1CCN(C(=O)C3CC3)CC1)C2 | -2 | x
CC(C)C(N)c1csc(Nc2nncc3ccccc23)n1 (centres undefined) | -5 | x
CCC(C)N(C(=O)CN1C(=O)C2CCCCN2C(=O)c2ccccc21)C(C)CC (centres undefined) | 12 | x
COc1ccc(F)cc1-c1cc(C(=O)NCc2ccccc2)[nH]n1 | 0 | x
CS(=O)(=O)Nc1cccc(NC(=O)c2cccc3c(-c4ccc(F)c(F)c4)coc23)c1 | -1 | x
O=C(NN1CCCCC1)NN1CCCCC1 | 0 | x

# 2 of the compounds above, as labelled records.
CCc1ccc(C(O)c2ncc(-c3cccc4ccccc34)[nH]2)cc1 (centres undefined)
  NSD2 HMT inh: 5; Mot1-301 SUMO: x

COc1cccc(C(=O)Nc2ccc(C(=O)NCC3COc4ccccc4O3)cc2)c1 (centres undefined)
  NSD2 HMT inh: -3; Mot1-301 SUMO: x

# Going on with the list.
SMILES | NSD2 HMT inh | Mot1-301 SUMO
O=C(Nc1nnc(-c2cccnc2)s1)c1cnc2ccccc2c1 | -1 | x
CC(=O)NC(c1cccc(F)c1)c1nc(-c2ccc(N(C)C)cc2)cs1 (centres undefined) | 11 | x
CCOC(=O)c1ccc(NC(=O)CSc2nnc(-c3cc(-c4ccccc4)n[nH]3)n2N)cc1 | -1 | x
CCN(CC)C(=O)c1cccc(-c2csc(C(O)c3cccc(OC)c3)n2)c1 (centres undefined) | -1 | x
CC1(C(=O)NS(=O)(=O)c2ccc(Cl)cc2)CCN1C(=O)Cc1ccc(Cl)cc1Cl (centres undefined) | -3 | x
CCc1ccccc1Oc1nc(NCc2ccccc2)nc2ccsc12 | -3 | x
COCCNC(=O)C1(C)CCCN(Cc2ccc(-n3ccnc3)cc2)C1 (centres undefined) | -3 | x
COc1ccc(F)cc1-c1cc(C(=O)NC2CCCCC2)[nH]n1 | -1 | x
COCCNC(=O)c1ccc(-c2cn[nH]c2)c2ccoc12 | -1 | x
CCc1nc2ccc(C(=O)N(C)Cc3ccco3)cn2c1N(C)C(=O)Cc1ccccc1 | 1 | x
O=C(O)c1cc(C(=O)O)cc(N2C(=O)c3ccccc3C2=O)c1 | 1 | x
C=CCNc1nc2cc(-c3cccc(Cl)c3)sc2c(=O)n1C | -1 | x
CCSc1n[nH]c(=O)n1C | 6 | x
COc1ccccc1CNc1nc(NCc2ccc(NC(C)=O)cc2)c2sccc2n1 | -2 | x
COc1cc(NC(=O)c2ccc(-c3cnn(C)c3)c3ccoc23)cc(OC)c1OC | -1 | x
CC(C)CNC(=O)C1(C)CCCCCN1C(=O)c1csnn1 (centres undefined) | 2 | x
COc1cc(-c2cc3nc(NCCc4ccncc4)ccn3n2)cc(OC)c1OC | -1 | x
COc1ccc(NC(=O)C2(C)Cc3c(-c4ccc(N(C)C)cc4)ccnc3O2)cc1OC (centres undefined) | 1 | x
O=C(NCC1CCOCC1)c1cccc2c(-c3cccnc3)coc12 | 1 | x
CCc1nc2ccc(C(=O)N(C)CCN(C)C)cn2c1N(C)CCC(C)C | 2 | x
CCc1nc2ccc(C(=O)NCc3ccc(OC)cc3)cn2c1N(C)C(=O)Cc1ccccc1 | -1 | x
CCOC(=O)c1c(C)[nH]c(C(=O)COC(=O)c2cn(CC)c3nc(C)ccc3c2=O)c1C | 25 | x
OC(c1ccc(F)c(F)c1)c1ncc(-c2cccc(F)c2)[nH]1 (centres undefined) | 4 | x
Cc1ccccc1-c1cnc(C(O)c2ccc(Cl)cc2)[nH]1 (centres undefined) | 9 | x
CC(C)c1ccc(CC(=O)N2CCC2(C)C(=O)NS(=O)(=O)c2cccc(OC(F)F)c2)cc1 (centres undefined) | 9 | x

# Next structures follow.
SMILES | NSD2 HMT inh | Mot1-301 SUMO
CS(=O)(=O)Nc1ccccc1-c1ccc2nccn2c1 | 1 | x
COc1ccc(C(=O)N2CCCCC2c2cc(C(=O)Nc3ccc(OC)cc3C)no2)cc1 (centres undefined) | 2 | x
Cn1c(=O)c2[nH]c(-c3ccccc3O)nc2n(C)c1=O | 0 | 19
O=C(O)c1ccc(Cn2c(SCc3cc(=O)n4cc(Br)ccc4n3)nc3ccsc3c2=O)cc1 | 6 | 6
O=C(CCSCCC(=O)NCc1ccco1)NCc1ccco1 | 10 | 7
O=C1NN(c2ccccc2)C(=O)/C1=C/c1cccs1 | 5 | -4
NC(CCCCCP(=O)(c1ccccc1)c1ccccc1)C(=O)O (centres undefined) | -1 | -20
Cc1ccccc1C(=O)NNC(=O)Nc1ccccc1 | -1 | -14
CC(=O)c1c2c3c(cccc3n(C)c1=O)C(=O)c1ccccc1-2 | 0 | -5
COc1ccc(N2CCN(C(=O)c3ccc4c(c3)NC(=O)C(CSCc3ccc(C)cc3)N4)CC2)cc1 (centres undefined) | 0 | 5
COc1ccc(/C(C)=N/Nc2cc(C(F)(F)F)ccc2Cl)c(OC)c1 | 0 | -5
Cc1cc(C)c(S(=O)(=O)c2ccccc2Cl)c(Cl)n1 | -3 | -6
Cc1ccc(NC(=O)C(=O)NCc2ccc(/C=N/NC(=O)c3c(C)nc4cc(C)ccn34)o2)cc1 | -2 | 46
CCOC(=O)N1CCN(C(=O)CSc2ccc(-c3cccnc3)nn2)CC1 | -4 | 2
O=[N+]([O-])c1cc2cccnc2c2ncccc12 | -6 | 2
Cc1cc(C)c2nc(N(CCCN(C)C)C(=O)c3ccc4c(c3)CCCC4)sc2c1 | 3 | -39
CCC(CC)C(=O)Nc1cccc(SC)c1 | -3 | -12
Cc1[nH]c2ccccc2c1CCCO | -1 | 3
O=S(=O)(c1ccccc1)N1CCN(c2nc(-c3cccs3)nc3ccccc23)CC1 | 14 | -9
NS(=O)(=O)c1ccc(NC(=O)C2CCCO2)cc1 (centres undefined) | 1 | -5
CCN1CCc2c(OCC(=O)Nc3ccc4c(c3)OCCO4)cccc2C1=O | -4 | 13
COc1ccc(CCNC(=O)CCCn2c(SCC(N)=O)nc3cc4c(cc3c2=O)OCO4)cc1OC | 1 | -19
Cc1ccc(NS(=O)(=O)c2cccc(C(=O)Nc3c(C)n(C)n(-c4ccccc4)c3=O)c2)cc1 | 0 | 94
COc1cc(/C=C2/C(=N)N3C(=NC2=O)SN=C3S(C)(=O)=O)ccc1OS(=O)(=O)c1ccccc1 | 9 | 0
COCCNC(=O)c1cn(C(C)c2ccccc2F)nn1 (centres undefined) | 0 | -9

# Brought forward from above: six entries, followed by the next part.
SMILES | NSD2 HMT inh | Mot1-301 SUMO
NS(=O)(=O)c1ccc(NC(=O)C2CCCO2)cc1 (centres undefined) | 1 | -5
CCN1CCc2c(OCC(=O)Nc3ccc4c(c3)OCCO4)cccc2C1=O | -4 | 13
COc1ccc(CCNC(=O)CCCn2c(SCC(N)=O)nc3cc4c(cc3c2=O)OCO4)cc1OC | 1 | -19
Cc1ccc(NS(=O)(=O)c2cccc(C(=O)Nc3c(C)n(C)n(-c4ccccc4)c3=O)c2)cc1 | 0 | 94
COc1cc(/C=C2/C(=N)N3C(=NC2=O)SN=C3S(C)(=O)=O)ccc1OS(=O)(=O)c1ccccc1 | 9 | 0
COCCNC(=O)c1cn(C(C)c2ccccc2F)nn1 (centres undefined) | 0 | -9
O=C(CCC(=O)N(CC(=O)NC1CCCC1)Cc1ccc2c(c1)OCO2)Nc1nccs1 | -2 | -7
COc1cc(/C=N/NC(=O)c2cc(-c3ccccc3)sc2N)cc(OC)c1OC | 0 | -7
COc1cccc(C(=O)COc2ccc3c(C)c(Cc4ccccc4)c(=O)oc3c2C)c1 | 0 | 13
COc1ccc(C([O-])=Nc2ccc[n+](-c3nc4ccccc4nc3NS(=O)(=O)c3ccccc3)c2)cc1 | -10 | -3
CCOc1cc(/C=C\c2[nH]c(=O)[nH]c(=O)c2[N+](=O)[O-])ccc1OC(C)CC (centres undefined) | 42 | -14
CCn1c2ccccc2c2cc(NC(=O)c3coc(=O)c(Br)c3)ccc21 | -2 | -14
CCSc1nnc(NC(=O)C2CCN(S(=O)(=O)c3c(C)c(C)cc(C)c3C)CC2)s1 | 0 | 2
CC(C)OCCCNC(=O)C(NS(=O)(=O)c1ccc2c(c1)c(=O)n(C)c(=O)n2C)c1ccccc1 (centres undefined) | 0 | 6
CN1CCN(C(CC(=O)Nc2cccc(O)c2)C(=O)O)CC1 (centres undefined) | -9 | -10
O=C(CCCCCNc1nc(=S)[nH]c2ccccc12)NCc1ccccc1Cl | -5 | -18
CN(C)c1ccc(/C=N/NC(=O)CN2CCN(c3ccc(F)cc3)CC2)cc1 | 0 | -2
Cc1cc(C)c2cc(C(=O)Nc3ccc4c(c3)OCO4)[nH]c2c1 | 0 | -7
Cn1c(=O)c2[nH]c(SCc3ccccn3)nc2n(C)c1=S | 0 | -12
O=C(Oc1cccc(O)c1)C1CCCCC1 | 4 | -23

# The list is partial. The share of hits here may be higher or lower than overall.
